# PNC assembly inh – High Content Assay for Compounds that inhibit the Assembly of the Perinucleolar Compartment. PC3M PTB-GFP, PNC prevalence imaging, 16 h; active compounds read low. activity change (PNC), negative = inhibition, % at 10 µM. 140,000 compounds, 3.1% hits. AID 2417, 2010;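 active means readout at or below -70, meaning at least 70% loss of cells showing the perinucleolar compartment, a nuclear body marking cancer cells; inconclusive means readout between -30 and a set limit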;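 further: plate controls were DMSO wells for no effect and camptothecin positive control wells for full effect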
#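 Read-out is percentage of cells bearing a perinucleolar compartment, from automated 20x imaging of fixed, Hoechst-stained PC3M PTB-GFP cells. Cells were seeded 4 h, then exposed 16 h to compound (23 nl of library stock) in duplicate plates.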
# 12-hLO inh – qHTS Assay for Inhibitors of 12-hLO (12-human lipoxygenase). Polyunsaturated fatty acid lipoxygenase ALOX12 (Homo sapiens), P18054. purified 12-hLO, xylenol orange hydroperoxide absorbance. Potency, µM (top dose mostly 57.1 µM), for inactives: at the highest dose activity change, negative = inhibition, most hits filed as inhibitors. 150,000 compounds, 0.12% hits. AID 1452, 2008; further: potency means the concentration at half of the fitted maximal effect; nearly all actives have a fitted effect of over 55% in size; many of its hits are not listed in these tables
#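 Purified human 12hLO (150 nM), preincubated 15 min with compound, then 40 uM arachidonic acid for 30 min, room temperature, Hepes pH 7.0 with 0.01% Triton X-100. Hydroperoxide detected by ferrous iron/xylenol orange; 573/405 nm absorbance ratio gives reaction progress.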
# IMPase cell inh – qHTS Assay for Identifying the Cell-Membrane Permeable IMPase Inhibitors; Inositol monophosphatase 1 (Rattus norvegicus), P97697; 120,000 tested, under 10 active; AID 901, 2007; CHO-M1 cells, IP1 accumulation, HTRF TR-FRET ratio; inhibition (IP1 accumulation), % at 46.1 µM; active means well fitted curve in the direction sought with a large enough effect in the signal ratio, not every such curve was filed as active; inconclusive means small, poorly fitted or top-dose-only effect, or a change in a side signal; inactive means no such curve, though single readings can be large or run the other way; the % refers to the signal ratio;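 further: cells stimulated with carbachol in lithium chloride buffer; plate controls were DMSO basal wells for no effect and reference inhibitor wells for full effect; higher means more IMPase inhibition seen as more IP1 and lower FRET ratio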
# Target sequence (P97697 whole entry, looked up): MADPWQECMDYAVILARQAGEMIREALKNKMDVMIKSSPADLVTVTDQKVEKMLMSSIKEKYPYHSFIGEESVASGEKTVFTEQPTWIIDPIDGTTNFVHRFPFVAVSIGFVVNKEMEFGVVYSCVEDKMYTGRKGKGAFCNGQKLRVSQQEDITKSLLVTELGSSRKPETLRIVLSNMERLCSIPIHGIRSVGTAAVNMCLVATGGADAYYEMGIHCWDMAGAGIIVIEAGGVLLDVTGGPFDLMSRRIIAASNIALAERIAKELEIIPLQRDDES
#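 The IP-One HTRF competitive assay in carbachol-stimulated CHO-M1 cells quantifies cellular IP1. Compounds spanned up to 46 uM final, and activity is expressed as AC50 from concentration-response fits of the ratio and donor data.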
# ALOX15B inhib – qHTS Assay for Inhibitors of 15-hLO-2 (15-human lipoxygenase 2). Potency, µM (highest dose often 57.1 µM), without a hit: at the top dose activity change, negative = inhibition, usual class: inhibitors. 110,000 compounds, 0.56% hits. purified 15hLO-2, xylenol orange hydroperoxide absorbance. Polyunsaturated fatty acid lipoxygenase ALOX15B (Homo sapiens), O15296. AID 881, 2007; further: potency means the concentration at half of the fitted maximal effect; nearly all actives have a fitted effect of over 60% in size; many of its hits are not listed in these tables
# Target sequence (O15296 whole entry, looked up): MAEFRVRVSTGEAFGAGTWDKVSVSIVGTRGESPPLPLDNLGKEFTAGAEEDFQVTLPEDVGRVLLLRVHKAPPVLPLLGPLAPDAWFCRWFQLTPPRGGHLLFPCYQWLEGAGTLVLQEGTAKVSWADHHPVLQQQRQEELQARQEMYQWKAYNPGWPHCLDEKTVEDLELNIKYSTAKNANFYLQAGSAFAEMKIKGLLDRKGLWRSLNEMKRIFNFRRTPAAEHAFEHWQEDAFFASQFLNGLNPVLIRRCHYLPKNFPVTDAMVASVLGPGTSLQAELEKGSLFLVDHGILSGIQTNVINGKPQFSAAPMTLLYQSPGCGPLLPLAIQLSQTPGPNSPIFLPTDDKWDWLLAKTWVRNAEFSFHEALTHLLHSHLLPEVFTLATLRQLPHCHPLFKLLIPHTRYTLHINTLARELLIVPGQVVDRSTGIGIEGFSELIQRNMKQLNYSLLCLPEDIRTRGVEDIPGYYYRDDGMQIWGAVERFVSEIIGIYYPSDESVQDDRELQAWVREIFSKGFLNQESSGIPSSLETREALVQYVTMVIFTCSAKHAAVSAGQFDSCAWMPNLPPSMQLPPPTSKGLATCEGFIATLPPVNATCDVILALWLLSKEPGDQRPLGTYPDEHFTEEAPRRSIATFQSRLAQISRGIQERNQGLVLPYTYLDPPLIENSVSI
#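 Purified human 15hLO-2 (50 nM) preincubated 15 min with compound, then 45 uM arachidonic acid for 90 min at RT in 25 mM Hepes pH 7.5, 0.01% Triton X-100. Hydroperoxide detected by Fe-xylenol orange; 573/405 nm absorbance ratio.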
# Active calls of the source: *; ? = inconclusive; nt = no result given; [ ] = remark or other dose. Unless noted, the call rests on the fitted dose curve; in most records, active means well fitted curve in the direction sought with a large enough effect; inconclusive means small, poorly fitted or top-dose-only effect, or another doubt; inactive means no such curve, though single readings can be large; an effect the other way counts as inactive or inconclusive. Unless noted, on the % scale 0 is the no-effect control and ±100 the full control effect. This is a subset. The share of hits here may be higher or lower than overall.
SMILES,PNC assembly inh,12-hLO inh,IMPase cell inh,ALOX15B inhib
COc1ccc(CCNC(=O)COC(=O)/C=C/c2ccc(OC)c(OC)c2)cc1,-5,1%,-6,nt
O=C(c1csnn1)N1CCC2(CC1)CN(c1ccccn1)C2,nt,5%,nt,3%
CCN1CCC(C(N)=O)CC1,5,-20%,-3,13%
CCOc1nc(S(=O)(=O)c2ccc(C)cc2)c(Cl)s1,-10,-15%,0,4%
[O-][n+]1onc2c1CCc1c-2nn(-c2ccccc2Cl)[n+]1[O-],-29,-5%,0,-6%
CCOC(=O)Nc1sc2c(c1C#N)CCC(C)C2 (stereo not given),-12,-27%,5,0%
CC(=O)Nc1ccc(C(=O)NNC(=O)CCc2ccccc2)cc1,32,3%,2,nt
COc1cc(S(=O)(=O)NC2CCCCC2)ccc1Cl,-12,-5%,11,nt
CC1(C)CC(=O)C(C=NCCN2CCN(CC(=O)Nc3ccccc3)CC2)=C(O)C1,-23,-6%,nt,nt
CC(=O)N1CCCc2cc(S(=O)(=O)NC(C(=O)NCc3ccc(C)cc3)C(C)C)ccc21 (stereo not given),6,-2%,4,-13%
COC(=O)c1c(NC(=O)C2(C)Cc3ccccc3C(=O)O2)sc2c1CCCC2 (stereo not given),-12,-12%,-3,-8%
Cc1noc(C)c1COc1cccc(C(=O)OCCOc2ccc(F)cc2)c1,31,-20%,2,4%
NC(CCC(=O)N[C@@H](CS)C(=O)NCC(=O)O)C(=O)O (stereo not given in full),nt,-4%,nt,15%
CCn1c(C)nc2c(=O)oc3ccccc3c21,31,6%,-9,-1%
CC(C)c1ccc(OCC(=O)N(Cc2ccccc2)c2ccccn2)cc1,7,-2%,nt,nt
COc1cc2c(C(=O)NCCCN3CC(C)CC(C)C3)cn(CC(C)C)c(=O)c2cc1OC (stereo not given),25,-2%,15,6%
CCc1nnc(NC(=O)c2cnccn2)s1,29,4%,2,9%
CCN(CC)CCNC(=O)Cn1nc(-c2ccccc2)c2ccccc2c1=O,29,1%,5,2%
O=C(CNS(=O)(=O)c1ccc(F)cc1)Nc1ccc(C(F)(F)F)cc1,-27,-6%,3,-7%
CCCOc1ccc(Br)cc1-c1cc(-c2ccc(Cl)cc2)[nH]c1-c1ccncc1,nt,4%,nt,-6%
CCc1c(C)nc2ncnn2c1N1CCCC(C(=O)Nc2cc(F)ccc2C)C1 (stereo not given),?,3%,-1,-11%
O=C(Nc1cccc2cccnc12)c1ccc(Br)o1,-6,3%,0,7%
CCN1C=CC2=C(C#N)C(N)C(C#N)(C#N)C(c3ccccc3C(F)(F)F)C2C1 (stereo not given),-4,-7%,8,nt
Cc1cccc(NC(=O)CCN2CCOCC2)c1,?,-1%,-8,-3%
Cn1c(=O)c2c(ncn2CC(=O)OCC(=O)NC(c2ccccc2)c2ccccc2)n(C)c1=O,?,-4%,-8,nt
SMILES,PNC assembly inh,12-hLO inh,IMPase cell inh,ALOX15B inhib
CC(=O)Nc1nc(CCC(C)C)cc2c1c(=O)oc1ccccc12,9,2%,26,7%
N#Cc1c(N)n[nH]c1-c1cc2c([nH]1)CCCC2,-100*,-11%,9,nt
Cc1ccc(S(=O)(=O)N2c3ccccc3OCC2c2ccccc2)cc1 (stereo not given),-100*,-1%,2,nt
O=S(=O)(N/N=C/c1cccc(OC2CSC2)c1)c1ccccc1,-112*,-3%,nt,nt
Cc1ccc(NC(=O)N/C=C/c2ccco2)cc1C,13,-8%,4,-12%
CCCCNCc1ccc(SC)cc1,-11,-1%,2,21%
CC1CC(Nc2ccccc2)=CC(=O)O1 (stereo not given),24,15%,-3,2%
c1ccc(-c2nc3c(ccc4ccccc43)[nH]2)nc1,-28,1%,-7,nt
COc1ccc(C(CC(=O)c2ccc(C)cc2)C(C#N)C#N)cc1OC (stereo not given),20,-4%,nt,nt
COC(=O)c1c(C)nn(-c2ccccc2)c1-n1cccc1,30,8%,5,-1%
O=[N+]([O-])c1ccc(/C=N/Nc2nc(N3CCCCC3)nc(N3CCCCC3)n2)o1,3,-11%,14,-5%
O=C(C1CCCN(S(=O)(=O)c2cccc3nsnc23)C1)N1CC=C(c2ccccc2)CC1 (stereo not given),27,7%,11,3%
O=c1c2ccccc2nc(/C=C/c2c[nH]c3ccccc23)n1-c1ccc([N+](=O)[O-])cc1,?,-3%,nt,nt
CCN(CCCNC(=O)CNC(=O)Cn1cnc2ccccc2c1=O)c1cccc(C)c1,?,-7%,?,-9%
O=C(CSc1ncc(-c2ccc(F)cc2)n1Cc1ccco1)Nc1nccs1,-20,3%,7,2%
Cc1cc(Cl)cc(C)c1OCCCCN1CCOCC1,?,15%,?,28%
CCN(CC)CCCNC(=O)c1cc(-c2ccc(Cl)c(Cl)c2)on1,13,-1%,9,37%[activator]
CN(C(=O)CSc1nnc(NC2CCCCC2)s1)C1CCS(=O)(=O)C1 (stereo not given),25,0%,3,1%
Cc1cc(C)cc(N(C(C)C(=O)NC2CCCC2)S(C)(=O)=O)c1 (stereo not given),1,-2%,1,3%
CCC(=O)c1c[nH]c(C(=O)NCCCn2ccnc2)c1,?,4%,2,8%
CC1(C)CC2CC(C)(CN2C(=O)COC(=O)c2ccc(Cl)c(N)c2)C1 (stereo not given),43,-1%,-5,-4%
CCN(CC)c1ccc(NC(=O)CN2CCN(c3ccc(F)cc3)CC2)cc1,?,?,7,-5%
CC(C)OC(=O)CSc1ncnc2c1cnn2-c1ccccc1,-1,-6%,4,4%
Fc1ccc(C2=CC(c3ccco3)n3ncnc3N2)cc1 (stereo not given),113,0%,nt,nt
COc1ccc(-c2cc3nc(-c4ccccc4)cc(N4CCC5(CC4)OCCO5)n3n2)cc1,-7,5%,-13,24%

# Quoted at random: five records from the list, in no set order.
SMILES,PNC assembly inh,12-hLO inh,IMPase cell inh,ALOX15B inhib
O=c1c2ccccc2nc(/C=C/c2c[nH]c3ccccc23)n1-c1ccc([N+](=O)[O-])cc1,?,-3%,nt,nt
COC(=O)c1c(C)nn(-c2ccccc2)c1-n1cccc1,30,8%,5,-1%
O=C(C1CCCN(S(=O)(=O)c2cccc3nsnc23)C1)N1CC=C(c2ccccc2)CC1 (stereo not given),27,7%,11,3%
O=C(CSc1ncc(-c2ccc(F)cc2)n1Cc1ccco1)Nc1nccs1,-20,3%,7,2%
CC(=O)Nc1nc(CCC(C)C)cc2c1c(=O)oc1ccccc12,9,2%,26,7%

# Remaining list, next part
SMILES,PNC assembly inh,12-hLO inh,IMPase cell inh,ALOX15B inhib
CCCCCOC(=O)C1=C(C)NC(=O)NC1c1ccccc1OCC (stereo not given),?,-10%,?,2%
Cc1cccc(C(=O)Nc2sc3c(c2C#N)CCCCC3)c1,-26,-2%,8,nt
CCOC(=O)C1CCN(C(=O)CSc2ccccc2)CC1,8,-12%,2,-5%
CC(C)NC(=O)NC(=O)COC(=O)Cc1ccsc1,5,-2%,8,7%
Cc1ccccc1NC(=S)N(CCN(C)C)C(C)c1ccccn1 (stereo not given),-3,0%,0,17%
Cc1cccc(N2C(=O)CC(N3CCN(Cc4ccc(Cl)cc4)CC3)C2=O)c1 (stereo not given),-4,0%,-1,-1%
O=P(c1ccc2c(c1)OCCO2)(N1CCOCC1)N1CCOCC1,19,-5%,-1,3%
COc1ccc(CC(=S)N2CCOCC2)cc1OC,65,4%,-4,-4%
Cc1cc(N2C(=O)C3CC=CCC3C2=O)no1 (stereo not given),2,-7%,12,nt
CC1=C(C)C(=O)C(CCCCC#CCCCC#CCO)=C(C)C1=O,22,-4%,0,-19%
O=C(NCc1cccnc1)c1cccc2c1C(=O)N(C1CCCCC1)C2,-100*,0%,5,nt
Cc1cc2cc(CN(CCCO)S(=O)(=O)c3cccc4nsnc34)c(=O)[nH]c2cc1C,28,-6%,6,7%
O=C1COc2ccc(C(=O)COC(=O)c3sc4ccccc4c3Cl)cc2N1,35,3%,nt,nt
CN(CC(=O)NCc1ccccn1)S(=O)(=O)c1ccc(Cl)cc1,-2,-2%,9,11%
O=S(=O)(NC1CCN(Cc2ccccc2)CC1)c1cccc(S(=O)(=O)N2CCOCC2)c1,-14,3%,-5,17%
COc1ccccc1-n1c(SCC(=O)NC(C)(C)C)nc(O)cc1=O,12,-9%,6,3%
O=C(CN(Cc1ccco1)C(=O)CNS(=O)(=O)c1ccccc1)NCc1ccccc1,?,6%,-2,16%[2.29 µM]
C=CCn1c(SCC2=C(C(=O)OCC)C(C)NC(=O)N2)nnc1C1CCCCC1 (stereo not given),19,2%,-3,3%
CCOC(=O)N1CCN(S(=O)(=O)c2cc(Br)cc3c2N(C(C)=O)C(C)C3)CC1 (stereo not given),?,8%,-3,2%
COc1ccccc1N1CCN(S(=O)(=O)c2cc(C)sc2C)CC1,20,10%,4,1%
CCOC(=O)c1nnc2cc(-c3ccccc3)nn2c1C,22,-7%,4,2%
COc1ccc(C2(C(=O)Nc3ccccc3)CCOCC2)cc1,-16,2%,nt,nt
O=C(/C=C/c1ccco1)Nc1cccc(S(=O)(=O)N2CCOCC2)c1,-3,3%,-3,nt
COc1ccc(C(=O)N2CCN=C2SC)cc1OC,3,-4%,?,7%
COc1ccc(C2CC(c3ccccc3)=NN2C(=O)CN2N=NC3C(=O)N(c4cccc(F)c4)C(=O)C32)cc1 (stereo not given),-4,1%,nt,nt

# Record cards (already shown). Values in the order: PNC assembly inh | 12-hLO inh | IMPase cell inh | ALOX15B inhib
# Profile of `CCOC(=O)N1CCN(S(=O)(=O)c2cc(Br)cc3c2N(C(C)=O)C(C)C3)CC1` (stereo not given) = ? | 8% | -3 | 2%
# Profile of `Cc1cccc(N2C(=O)CC(N3CCN(Cc4ccc(Cl)cc4)CC3)C2=O)c1` (stereo not given) = -4 | 0% | -1 | -1%
# Profile of `COc1ccccc1-n1c(SCC(=O)NC(C)(C)C)nc(O)cc1=O` = 12 | -9% | 6 | 3%
# Profile of `CN(CC(=O)NCc1ccccn1)S(=O)(=O)c1ccc(Cl)cc1` = -2 | -2% | 9 | 11%
# Profile of `O=C(NCc1cccnc1)c1cccc2c1C(=O)N(C1CCCCC1)C2` = -100* | 0% | 5 | nt

# Next part
SMILES,PNC assembly inh,12-hLO inh,IMPase cell inh,ALOX15B inhib
CC1C2C(C)N(C)C(=O)N(C)C2N(C)C(=O)N1C (stereo not given),37,2%,3,1%
COCCCNC(=O)c1cccc(NC(=O)c2ccccc2)c1,2,-2%,nt,nt
O=C(COc1ccc(Cl)cc1)N/N=C/CCc1ccccc1,?,-13%,3,-2%
COc1cccc(-c2nc3ccccc3c(=O)o2)c1,14,5%,-3,2%
CC12CCC(C(=O)Nc3ccccc3)(C/C1=N\O)C2(C)C (stereo not given),?,3%,2,4%
O=[N+]([O-])c1ccc(NC2CCCC2)cc1,10,-2%,nt,nt
CCN1CC=C2C(C1)C(c1ccc(Cl)s1)C(C#N)=C(N)C2(C#N)C#N (stereo not given),-20,-19%,7,-8%
CC1=NN(C(=O)Cn2nc([N+](=O)[O-])c(Br)c2C)C(O)(C(F)(F)F)C1 (stereo not given),11,3%,nt,nt
CCc1ccc(C(C(=O)NC(C)(C)CC)N(Cc2ccco2)C(=O)Cn2nnc3ccccc32)cc1 (stereo not given),22,-4%,2,nt

# Bioassay records: PubChem BioAssay, National Center for Advancing Translational Sciences (NCATS)
